IL1B secr inh = qHTS for Inhibitors of Inflammasome Signaling: IL-1-beta AlphaLISA Primary Screen; THP-1 LPS/ATP IL-1B secretion, AlphaLISA, 16 h; active compounds read low; activity change, % at 57.5 µM; 360,000 tested, 4.7% active; AID 743279, 2014; in the data active = activity change below about -50%; inconclusive = mostly about -30% to -49%; also: % is scaled to controls: 0 for no effect and ±100 for the full control effect
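Secreted IL-1B measured by AlphaLISA bead assay after 16 h compound exposure of THP-1 cells; compounds (final up to 57.5 uM) added 1 h before LPS (250 ng/mL) and ATP (1.25 mM) stimulation; lower signal means less secretion.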
S2 tox = Viability Counterscreen for Primary qHTS for Inhibitors of ATXN expression | S2 cells (HEK-293 line with an ATXN2-luciferase reporter) viability, CellTiter-Fluor protease fluorescence, 24 h | Potency, µM (titrated, usually from 56.7 µM), actives largely listed as cytotoxic | 400,000 tested, 0.49% active | AID 651635, 2014; also: potency is read from the fitted curve at half-maximal effect; nearly all actives have a fitted effect of over 40% in size
HepG2 viability = qHTS for Inhibitors of TGF-b: Cytotox Counterscreen | AID 588856, 2011 | Potency, µM (series often up to 46.1 µM), for the others: at the highest dose activity change, negative = cytotoxicity, usual class: cytotoxic | 410,000 tested, 0.76% active | HepG2 CAGA-GFP viability, ATP luminescence, 18 h; also: potency is read from the fitted curve at half-maximal effect; some results filed as inactive show a strong effect at the top dose
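HepG2 CAGA-GFP cells (1000/well, DMEM with 1% FBS) received compound, then TGF-beta at 500 pg/mL final, and were incubated 18 hours at 37 degrees C. Viability was read by CellTiter-Glo luminescence. Media-only wells were set as complete cell-killing and DMSO as no toxicity.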
Nrf2 ARE act = qHTS of Nrf2 Activators; AREc32 ARE-luciferase reporter (MCF7-derived line), luminescence, 24 h; Potency, µM (titrated, usually from 46.1 µM), without a hit: at the top dose activation, actives largely listed as activators; 410,000 tested, 0.31% active; AID 624171, 2012; also: potency is read from the fitted curve at half-maximal effect; % of control where 0% means no effect; nearly all actives have a fitted effect of over 65% in size
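Luminescent ARE reporter assay in AREc32_Fluc cells: overnight plating at 37 deg C, 24 hr compound incubation, Steady-Glo added, 30 min RT before reading.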
Nrf2 block = Nrf2 qHTS screen for inhibitors | AID 504444, 2011 | Potency, µM (top dose mostly 46 µM), for the others: at the highest dose activity change, negative = inhibition, usual class: inhibitors | A549 ARE-Fluc reporter, luciferase luminescence, 18-24 h | 360,000 tested, 2.1% active; also: potency is read from the fitted curve at half-maximal effect; % is scaled to controls: 0 for no effect and ±100 for the full control effect; nearly all actives have a fitted effect of over 60% in size
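Two sequential reads on A549 ARE_Fluc cells exposed to compound for 18-24 h: a CellTiter-Fluor fluorescence read for viability, then a luciferase luminescence read for Nrf2/ARE activity.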
MCF10A rereplic = A quantitative high throughput screen for small molecules that induce DNA re-replication in MCF 10a normal breast cells. MCF 10A DNA re-replication, Hoechst nuclear intensity, 48 h. Potency, µM (top dose mostly 46.1 µM), for the others: top-dose activity, positive = re-replication, usual class: activators. 350,000 tested, 2.9% active. AID 624296, 2012; also: potency is read from the fitted curve at half-maximal effect; % of control where 0% means no effect; nearly all actives have a fitted effect of over 50% in size
A549 viability = Nrf2 qHTS screen for inhibitors: counterscreen for cytotoxicity; A549 ARE-Fluc cells, CellTiter-Fluor viability, 18-24 h; Potency, µM (highest dose often 46 µM), for inactives: at the highest dose activity change, negative = cytotoxicity, most hits filed as inhibitors; 390,000 tested, 0.16% active; AID 504648, 2011; also: potency is read from the fitted curve at half-maximal effect; % is scaled to controls: 0 for no effect and ±100 for the full control effect
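A549 ARE-Fluc cells in 5% FBS OPTI-MEM, 5000 cells/well, rested 2 h then exposed to compounds in concentration-response for 18-24 h at 37 °C. Viability by CellTiter-Fluor fluorescence (Ex 405/Em 525) after 30 min; luciferase luminescence (BugLite, 15 min, RT) read afterwards.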
ATXN2 expr inh = Primary qHTS for Inhibitors of ATXN expression. 360,000 tested, 0.72% active. Potency, µM (highest dose often 57 µM), for inactives: at the top dose activity change, negative = inhibition, hits mostly inhibitors. AID 1745845, 2022. HEK-293 ATXN2-luciferase reporter, luminescence, 24 h; also: potency is read from the fitted curve at half-maximal effect; % is scaled to controls: 0 for no effect and ±100 for the full control effect; nearly all actives have a fitted effect of over 55% in size
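qHTS (up to 57 uM final) was run with 24 h compound exposure of reporter cells at 37 °C. Each well was multiplexed: SteadyGlo luminescence measured ATXN2-luciferase expression after a fluorogenic Gly-Phe-AFC viability readout (25 uM final).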
TGFb SMAD3 inh = qHTS for Inhibitors of TGF-b; HepG2 CAGA-GFP TGF-b/SMAD3 reporter, GFP fluorescence, 18 h; TGF-beta stimulated, 500 pg/mL final; Potency, µM (series often up to 46.1 µM), for inactives: at the highest dose activity, negative = inhibition, actives largely listed as inhibitors; 410,000 tested, 1.2% active; AID 588855, 2011; also: potency is read from the fitted curve at half-maximal effect; % is scaled to controls: 0 for no effect and ±100 for the full control effect; nearly all actives have a fitted effect of over 65% in size
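GFP signal (ex488/em500-530) from TGF-beta-stimulated HEPG2 CAGA-GFP cells, 500 pg/mL final, 18 h at 37 degrees C in DMEM plus 1% FBS, normalized to unstimulated and DMSO-stimulated controls.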
* hit, by the source's call; i = inactive; ? = inconclusive; · = not tested or not shown; [ ] = another dose, or the depositor's remark. Unless noted, calls follow the shape of the dose curve; as a rule, active = well fitted curve in the direction sought with a large enough effect; inconclusive = small, poorly fitted or top-dose-only effect, or another doubt; inactive = no such curve, though single readings can be large; an effect the other way counts as inactive or inconclusive.

SMILES	IL1B secr inh	S2 tox	HepG2 viability	Nrf2 ARE act	Nrf2 block	MCF10A rereplic	A549 viability	ATXN2 expr inh	TGFb SMAD3 inh
CCCNC(=O)Nc1nc(C(N)c2ccc(OC)cc2)cs1 (stereo unspecified)	-6.4	i	-49.8%	0.3%	·	·	·	4.5%	61.0%[activator]
Cc1cc(C)c(NC(=O)CSc2nc(COc3ccccc3)nc3ccccc23)c(C)c1	-63.5*	?	-52.6%	0.1%	?	?	?	-27.1%	-4.7%
CC(C)(C)n1nnnc1SCC(=O)Nc1nn(-c2ccccc2)nc1C(N)=O	9.3	i	0.6%	-0.2%	?	-0.8%	-8.7%	-10.4%	11.8%
O=C(Nc1ccc(-c2csc(Nc3ccccc3)n2)cc1)c1cccc(C(F)(F)F)c1	115.6	?	-17.2%	8.8%	9.2µM*	-15.4%	-5.7%	?	?
CCOc1ccc(C2c3c(oc4cc(C)c(C)cc4c3=O)C(=O)N2CCCN2CCOCC2)cc1 (stereo unspecified)	-19.4	i	-24.6%	-0.6%	13.0%	1.1%	-0.9%	-14.0%	-16.5%
Cn1nc(CC(=O)NC2CCCCCCCCCCC2)c2ccccc2c1=O	18.2	i	-11.1%	0.3%	-16.6%	6.0%	-17.6%	-15.6%	-23.4%
COc1cc(/C=C/C(=O)N2CCN(Cc3ccccc3)CC2)cc(OC)c1OC	3.6	i	-9.5%	2.7%	3.3%	16.9%	15.0%	·	-19.6%
COc1ccc(/C(C)=N/NC(=O)CNC(=O)/C=C\c2ccccc2)c(OC)c1	9.3	i	-34.4%	0.4%	-4.9%	6.9%	0.3%	·	9.1%
CCCCN=C1NN=C(c2ccc(C)c(C)c2)CS1	?	i	-21.2%	5.3%	?	-3.7%	-3.5%	13.9%	16.8%
CCOC(=O)c1cnc2c(-c3ccccc3)cnn2c1C	24.8	i	4.7%	4.7%	250.2%	0.4%	0.4%	119.8%[activator]	8.8%
CCc1ccc(N2C(=O)CC(N3CCN(Cc4ccc5c(c4)OCO5)CC3)C2=O)cc1 (stereo unspecified)	0.0	i	-10.0%	-0.3%[9.22 µM]	9.3%	-10.0%	-0.6%	-5.0%	-5.1%
O=C(CSc1nc(-c2ccccc2)cs1)N1CCN(C(=O)c2ccco2)CC1	-3.0	i	-6.0%	1.6%	-17.2%	1.3%	11.3%	5.3%	-15.9%
CC1(C)Cc2c(cnn2-c2ccccc2)C(=O)/C1=N\NC(=O)c1ccccc1O	-3.7	i	0.0%	-0.2%	1.1%	12.5%	-12.1%	4.7%	0.0%
Cc1cccc(C(=O)N2CCN(Cc3nc4sc5c(c4c(=O)[nH]3)CCCC5)CC2)c1	19.5	i	-0.4%	-0.5%	?	-24.7%	0.4%	?	-4.0%
COc1ccc(NC(=O)CC2SC(N3CCOCC3)=NC2=O)cc1OC (stereo unspecified)	5.6	i	0.0%	0.0%	14.6µM*	-5.8%	-4.3%	2.9%	-8.4%

Some values from the results shown.
A549 viability result of COc1ccc(/C(C)=N/NC(=O)CNC(=O)/C=C\c2ccccc2)c(OC)c1 = 0.3%
IL1B secr inh result of CC1(C)Cc2c(cnn2-c2ccccc2)C(=O)/C1=N\NC(=O)c1ccccc1O = -3.7
Nrf2 ARE act result of CCc1ccc(N2C(=O)CC(N3CCN(Cc4ccc5c(c4)OCO5)CC3)C2=O)cc1 (stereo unspecified) = -0.3%[9.22 µM]
A549 viability result of COc1cc(/C=C/C(=O)N2CCN(Cc3ccccc3)CC2)cc(OC)c1OC = 15.0%

(cont.)
SMILES	IL1B secr inh	S2 tox	HepG2 viability	Nrf2 ARE act	Nrf2 block	MCF10A rereplic	A549 viability	ATXN2 expr inh	TGFb SMAD3 inh
O=C(N1CCc2[nH]c3ccccc3c2C1)C(F)(F)F	-11.0	i	-4.1%	0.1%	?	-4.1%	4.8%	-22.8%	10.8%
CN1CCC(N(C)C(=O)c2ccc(Cl)c(S(=O)(=O)N3CCCCC3)c2)CC1	42.2	i	-3.8%	-0.3%	-18.9%	-7.1%	-0.2%	-1.2%	1.3%
COc1ccc(NC(=O)CSc2ccc3c(c2)OCCO3)cc1	-2.6	i	-12.2%	0.1%	-11.6%	2.5%	-1.4%	2.1%	0.0%
CCOc1c2ccc(C(=O)NCc3ccc4c(c3)OCO4)cc2nn1CCOC	6.6	i	21.0%	-0.6%	-6.8%	11.5%	0.2%	0.8%	20.7%
COc1ccc(CC(=O)OCC(=O)NCc2ccc(F)cc2)cc1	-4.2	i	1.8%	-0.2%	-13.2%	-27.7%	2.3%	-5.7%	5.1%
COc1cccc2cc(C(=O)NCc3ccco3)c(=Nc3ccc(C(=O)O)cc3)oc12	-85.1*	?	-3.2%	2.8%	?	?	?	?	-14.0%
CCCCCCC(=O)Oc1cccc(N2C(=O)C3CCCCC3C2=O)c1 (stereo unspecified)	20.4	?	3.9%	1.1%	0.9%	1.7%	-0.2%	·	-3.1%
Cc1ccccc1NS(=O)(=O)c1cc(S(C)(=O)=O)ccc1C	-9.3	i	1.9%	-0.1%	-4.3%	-2.6%	-6.7%	3.2%	-16.3%
CC(=O)Nc1ccc(Sc2ccccc2C(=O)Nc2ccc(F)cc2)cn1	22.3	i	-3.3%	0.0%	-22.3%	5.3%	-3.8%	-18.7%	-0.3%
CCn1cc(C(=O)O)c(=O)c2cc(F)c(N/N=C/c3ccccc3)cc21	0.0	i	5.2%	-0.6%	?	?	-4.3%	-20.5%	-17.5%
CCNS(=O)(=O)c1ccc(NC(=O)CC(C)c2ccccc2)cc1 (stereo unspecified)	8.7	i	-6.7%	6.1%	?	11.3%	4.4%	-0.3%	-0.6%
CCOC(=O)c1c(NC(=O)COC(=O)CC(NC(C)=O)c2ccccc2)sc(C(=O)NC)c1C (stereo unspecified)	-16.2	i	-9.5%	1.5%	-13.1%	-6.3%	6.7%	-6.9%	-15.4%
Cc1nc2ccccc2c2oc(C(=O)NCC3CCCO3)cc12 (stereo unspecified)	-1.0	i	-26.6%	2.7%	-28.5%	-3.8%	-4.0%	-14.9%	?
CCc1cccc(CC)c1NC(=O)C1CCN(C(=O)c2ccco2)CC1	-5.3	i	-0.3%	0.0%	0.0%	-3.4%	-0.3%	-14.8%	4.6%
COC(=O)C(Cc1ccccc1)NC(=O)CC(C)CC(=O)Nc1ccc(OC)cc1OC (stereo unspecified)	28.5	i	1.4%	-0.9%	-18.5%	-0.6%	-8.4%	·	7.8%

Sorted by length of the SMILES (ascending): some entries from above.
SMILES	IL1B secr inh	S2 tox	HepG2 viability	Nrf2 ARE act	Nrf2 block	MCF10A rereplic	A549 viability	ATXN2 expr inh	TGFb SMAD3 inh
O=C(N1CCc2[nH]c3ccccc3c2C1)C(F)(F)F	-11.0	i	-4.1%	0.1%	?	-4.1%	4.8%	-22.8%	10.8%
CC(=O)Nc1ccc(Sc2ccccc2C(=O)Nc2ccc(F)cc2)cn1	22.3	i	-3.3%	0.0%	-22.3%	5.3%	-3.8%	-18.7%	-0.3%
CN1CCC(N(C)C(=O)c2ccc(Cl)c(S(=O)(=O)N3CCCCC3)c2)CC1	42.2	i	-3.8%	-0.3%	-18.9%	-7.1%	-0.2%	-1.2%	1.3%
COc1cccc2cc(C(=O)NCc3ccco3)c(=Nc3ccc(C(=O)O)cc3)oc12	-85.1*	?	-3.2%	2.8%	?	?	?	?	-14.0%

(cont.)
SMILES	IL1B secr inh	S2 tox	HepG2 viability	Nrf2 ARE act	Nrf2 block	MCF10A rereplic	A549 viability	ATXN2 expr inh	TGFb SMAD3 inh
COc1ccc(-c2cc(C(=O)Nc3cc(Cl)ccc3O)no2)cc1	?	i	1.8%	2.1%	?	-9.1%	0.4%	2.5%	16.3%
CC(C)n1cc2c(N)ncnc2n1	-1.7	i	-5.9%	0.1%	-0.2%	-2.3%	0.4%	-2.7%	2.5%
COc1ccccc1CN1CC(C(=O)NCc2ccc(SC)cc2)CCC1=O (stereo unspecified)	i	i	-1.4%	0.4%	3.0%	-12.3%	2.6%	6.3%	1.4%
COc1ccc(-c2ccc3c(c2)O[C@H](CN(C)C(=O)Nc2ccccc2F)[C@@H](C)CN([C@H](C)CO)S3(=O)=O)cc1	12.5	i	-33.3%	2.8%	·	·	·	-36.7%	-0.5%
CS(=O)(=O)N(CC(=O)N1CCOCC1)c1cc(C(F)(F)F)ccc1Cl	-5.9	?	-31.8%	-0.4%	4.6%	2.2%	0.4%	·	7.2%
CCn1c(=O)n(CC(=O)NC2CCCC(C)C2C)c(=O)c2ccccc21 (stereo unspecified)	-9.2	i	4.4%	0.2%	10.1%	1.9%	3.6%	1.6%	0.4%
CC(NC(=O)C1CCCN1C(=O)OC(C)(C)C)C(=O)OCc1ccccc1 (stereo unspecified)	39.0	i	-5.7%	-0.4%	·	·	·	11.8%	?
N#Cc1ccccc1OCc1nnc(-c2ccccc2Br)o1	-13.0	i	-17.4%	4.1%	?	0.6%	-1.2%	106.4%[activator]	19.6%
CCN(CC)c1ccc(/C=C2\NC(=O)NC2=O)cc1	-4.6	?	-25.1%	0.0%	6.4%	?	?	17.3%	-7.4%
O=C(COC(=O)c1cccc(NS(=O)(=O)c2ccc(F)c(F)c2)c1)NC(=O)NC1CCCCC1	-19.7	i	-57.0%	1.3%	-26.3%	20.8%	0.8%	4.4%	?
CN(CC(=O)Nc1ccccc1C(F)(F)F)C(=O)CSc1nnnn1C	-13.2	i	0.0%	0.8%	-13.9%	-2.4%	-7.5%	3.5%	13.5%
Cc1ccc(S(=O)(=O)Nc2nc3ccccc3nc2NCC2CCCO2)cc1C (stereo unspecified)	20.6	i	-1.5%	-0.1%	-3.5%	-6.6%	1.1%	-5.3%	2.1%
CCOC(=O)C1(C)CCCN(C(=O)c2cc(F)cc(F)c2)C1 (stereo unspecified)	32.8	i	2.4%	-1.4%	·	·	·	13.1%	0.2%
